Assay outcomes from PubChem.
EIF4E inhibitors = inhibitors of EIF4E gene expression, primary screen, cell-based, HT1080, luciferase reporter (AID 1224817). HT1080 EIF4E-luc2 knock-in reporter, luciferase, 16 h; stronger effect = lower value. log2 luciferase activity ratio at 2.5 µM. 2,000 compounds, 1% hits;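 active = log2 luciferase ratio at or below -0.5849, meaning signal at two thirds of solvent-only control or lower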;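 also: luciferase reports endogenous eIF4E expression since it is co-expressed from the native EIF4E locus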
* = called active by the depositor; & = joins results of further samples. The list is partial; rates above refer to the full screens.

| SMILES | EIF4E inhibitors |
| --- | --- |
| CN1CCN(CCCN2c3ccccc3Sc3ccc(C(F)(F)F)cc32)CC1 | 0.304 |
| NCCOc1ccccn1 | -0.184 |
| O=[N+]([O-])c1cc(Cl)cc2c1nc(NCCO)c1ccccc12 | 0.0337 |
| Nc1nc(SCc2ccccn2)c2ncn(C3CCCC3)c2n1 | 0.205 |
| NCC(O)CSCc1ccc(Cl)cc1 (stereo not drawn) | 0.409 |
| CNC1NC(=O)c2ccccc2N1Cc1ccc(F)cc1 (stereo not drawn) | 0.284 |
| c1ccc(CCc2cccnc2)nc1 | 0.12 |
| Cc1ccc(S(=O)(=O)NC(=O)OC23COCN2COC3)cc1 | -0.0484 |
| O=C(O)/C=C/C(=O)N1Cc2cc3ccccc3nc2C1 | -0.0024 |
| CN(C)CCCN1c2ccc(O)cc2Sc2ccc(Cl)cc21 | 0.163 |
| N=C(N)C(N=Nc1ccccc1)C(=N)N (stereo not drawn) | 0.0854 |
| OCCN(CCO)c1ncnc2nc[nH]c12 | 0.148 |
| c1cncc(CNCc2cccnc2)c1 | -0.407 |
| O=C(O)c1cc(N=Nc2ccc([N+](=O)[O-])cc2)ccc1O | 0.985 |
| COc1ccc2c(c1)Cc1cc(N=[N+]([O-])c3ccc4c(c3)Cc3cc(OC)ccc3-4)ccc1-2 | 0.582 |
| Cc1c2ccccc2c(CSC(=N)N)c2ccccc12 | -2.19* |
| C[N+](C)(C)CC(=O)N/N=C/c1ccncc1 | 0.368 |
| S=C1NC(c2ccccc2)NC(c2ccccc2)S1 (stereo not drawn) | 0.307 |
| CC(C)(CO)N1CCN(C(=S)Nc2ccccc2)CC1 | 0.627 |
| NCCNC(=S)S | 0.109 |
| OCCNC1c2cc(Cl)ccc2-c2c(Cl)cc(Cl)cc21 (stereo not drawn) | -0.0312 |
| N=C(N)SCCON1C(=O)c2ccccc2C1=O | -0.013 |
| O=[N+]([O-])/C=C/c1cc2ccccc2[nH]1 | -0.289 |
| COc1ccc2c3c([nH]c2c1N)C(C)NCC3 (stereo not drawn) | -0.126 |
| Cc1c(Cl)c(S(N)(=O)=O)cc(S(N)(=O)=O)c1NC(=O)c1ccc(Cl)cc1 | -0.173 |
| O=C(O)Cc1cccnc1 | -0.113 |
| O=C(SCc1cccc2ccccc12)c1ccc(Cl)cc1 | -0.0871 |
| CC1(C)C(CC(=O)O)CCCC1CC(=O)O (stereo not drawn) | -0.193 |
| NCC(=O)NC(CO)C(=O)O (stereo not drawn) | -0.0872 |
| Oc1ccc(Cc2nccc3cc(O)c(O)cc23)cc1O | -0.044 |
| O=C(O)CSc1ccc(N=C=S)cc1 | -0.117 |
| Nc1nc(Cl)cc(NCCO)n1 | -0.615* |
| c1cncc(CSc2ncnc3nc[nH]c23)c1 | 0.128 |
| O=C1CC2C(=O)C1C(C(=O)O)C2C(=O)O (stereo not drawn) | -0.177 |
| Oc1c(Cl)cc(C(c2cc(Cl)c(O)c(Cl)c2)C(c2cc(Cl)c(O)c(Cl)c2)c2cc(Cl)c(O)c(Cl)c2)cc1Cl | -0.198 |
| NC(Cc1c[nH]c2ccc([N+](=O)[O-])cc12)C(=O)O (stereo not drawn) | 0.208 |
| O=C(O)CCc1nc2ccccc2[nH]1 | 0.0083 |
| CC(=O)n1c(COS(C)(=O)=O)nc2ccccc21 | -0.098 |
| Cc1cc(=O)[nH]c2cc3oc4ccccc4c3cc12 | 0.0566 |
| N=C(N)SCCSC(=N)N | -0.0905 |
| COc1ccc(Cc2ccccc2C(=O)O)c2ccccc12 | -0.0829 |
| CC(C)c1cc(CN(C)C)c(O)c(C(C)(C)C)c1 | -0.0245 |
| Cc1ncc(CN=Cc2ccc(Cl)cc2)c(N)n1 | -0.0866 |
| N#C/C(=C\Nc1ccccn1)C(=O)c1ccco1 | 0.0834 |
| O=C(O)CS(=O)c1ccc2c3c(cccc13)C(=O)c1ccccc1-2 (stereo not drawn) | -0.144 |
| Cn1c(=O)c2c(nc(Cc3ccccc3)n2CC(=O)O)n(C)c1=O | -0.017 |
| CC(C)C(=O)Cc1ccc2ccccc2n1 | -0.11 |
| COc1cc(C)cc(OC)c1/C=C/C(=O)O | -0.368 |
| COC(=O)C1(C)CCC(c2ccc(C)cc2)=C(CC(=O)O)C1 (stereo not drawn) | 0.0278 |
| CC(C)=CCNc1ncnc2nc[nH]c12 | -0.324 |
| CC1c2ccccc2Cn2cc3c(c21)C(=O)c1cccc(OP(=O)(O)OCc2ccccc2)c1C3=O (stereo not drawn) | 0.201 |
| NC(=S)N/N=C/c1c[nH]c2ccccc12 | -0.301 |
| COc1ccc(CNC(C)C(=O)O)cc1 (stereo not drawn) | -0.198 |
| CCN(CC)CCN1c2ccccc2Sc2ccc3ccccc3c21 | 0.0072 |
| CCCCCC(O)C1C(=O)OC(C)C(O)/C=C/C=C/C=C/C=C\C=C(\C)C(O)CC(O)CC(O)CC(O)CC(O)CC(O)CC1O (stereo not drawn) | 0.234&0.217 |
| CN(Cc1ccccc1)Cn1ccnc1 | 0.0126 |
| Nc1cccc(OCc2nc(N)nc(N)c2-c2ccc(Cl)cc2)c1 | -0.138 |
| CCOC(=O)c1c2c(n3ccccc13)C(=O)c1ccccc1C2=O | -0.0175 |
| Nc1nc(SCc2ccccc2[N+](=O)[O-])c2[nH]cnc2n1 | -0.192 |
| C[C@]12CC[C@H](O)C[C@@H]1CC[C@@H]1[C@@H]2CC[C@]2(C)[C@@H](c3cc(C(F)(F)F)n[nH]3)CC[C@@H]12 | -0.0505 |

Remaining list, next part
| SMILES | EIF4E inhibitors |
| --- | --- |
| O=C(O)c1nc2nc(Cl)c(Cl)nc2[nH]1 | 0.0884 |
| CC12CCC(C1)C(C)(C)C2OC(=O)c1ccccc1C(=O)O (stereo not drawn) | -0.121 |
| Cc1cc(O)c(C(C)C)cc1N=Cc1ccccc1O | -0.139 |
| CCSCCCC(=O)O | 0.0164 |
| CS[C@]12C(=O)C[C@@]3(C)[C@@H](CC[C@]3(O)C(=O)CO)[C@@H]1CCC1=CC(=O)CC[C@@]12C | 0.129 |
| CCOC(=O)c1c(C)c(C)n2c1NC(=O)C2 | -0.0068 |
| Oc1cc(O)c2c(c1)OC(c1ccc(O)c(O)c1)C(OC1(c3cc(O)c(O)c(O)c3)Oc3cc(O)cc(O)c3C(O)C1O)C2 (stereo not drawn) | -0.192 |
| CCC(C)(C)c1ccc(Oc2cccc(C(=O)O)c2)cc1 | 0.763 |
| Cc1cc(N)c2cc(NC(=O)Nc3ccc4nc(C)cc(N)c4c3)ccc2n1 | 0.41 |
| NCCCc1c(-c2ccccc2)nc(N)[nH]c1=O | 0.0036 |
| COC(=O)CCC(C)C1CCC2C3CCC4CC5CCC4(C)C3(O5)C(Br)C(Br)C12C (stereo not drawn) | 0.0704 |
| C=CCC(C(=O)O)c1ccccc1 (stereo not drawn) | -0.133 |
| O=C(O)/C=C/C=C/c1ccc2c(c1)OCO2 | 0.0086 |
| NS(=O)(=O)c1nc(S(=O)(=O)O)c2[nH]cnc2n1 | 0.477 |
| O=[N+]([O-])c1cccc(/C=N/NC2=CS(=O)(=O)C=C2)c1 | 0.0598 |
| O=C1c2ccccc2C(C2c3ccccc3C(=O)c3cc(Br)ccc32)c2ccc(Br)cc21 (stereo not drawn) | 0.105 |
| Cc1ccc(S(=O)(=O)NC(CO)C(=O)O)cc1 (stereo not drawn) | -0.116 |
| OC(c1cc(-c2ccc(Cl)cc2)nc2ccccc12)C1CCCCN1 (stereo not drawn) | 0.196 |
| Cn1c(=O)c2[nH]c(CCC(=O)O)nc2n(C)c1=O | -0.164 |
| O=C(O)C1C2OC(C(Br)C2Br)C1C(=O)O (stereo not drawn) | -0.222 |
| CC(C)=CC1C(C(=O)Oc2ccccc2C(C)C)C1(C)C (stereo not drawn) | -0.144 |
| CN(C)c1ccc(C(=C2C=CC(=[N+](C)C)C=C2)c2c(O)c(S(=O)(=O)[O-])cc3cc(S(=O)(=O)O)ccc23)cc1 | -0.0643 |
| Cc1cc(N2CCOCC2)nc2ccc(Cc3ccc4nc(N5CCOCC5)cc(C)c4c3)cc12 | 0.197 |
| CC(=O)[C@@]1(O)CC[C@H]2[C@@H]3C[C@H](C)C4=CC(=O)CC[C@]4(C)[C@H]3[C@@H](O)C[C@@]21C | -0.423 |
| Oc1ccc(Cl)cc1Sc1cc(Cl)ccc1O | -0.193 |
| CN(C)CC/C=C1\c2ccccc2Sc2ccc(Cl)cc21 | 0.0735 |
| N#[N+]c1ccc(Nc2ccccc2)cc1 | 0.342 |
| O=S(=O)(O)c1cc(N=[N+]([O-])c2cc(S(=O)(=O)O)c3ccccc3c2)cc2ccccc12 | 0.0388 |
| OC(c1cc(C(F)(F)F)nc2c(Cl)cc(Cl)cc12)C1CCCCN1 (stereo not drawn) | -0.0048 |
| CNC(c1ccncc1)C(NC)c1ccncc1 (stereo not drawn) | 0.0459 |
| Cn1c(=O)c2[nH]c(CCNC(=O)c3ccccc3)nc2n(C)c1=O | 0.524 |
| O=C(O)CC(C(=O)O)C1c2ccccc2-c2ccccc21 (stereo not drawn) | -0.0324 |
| Cc1cc2nc(C(C)C(=O)c3ccc(Cl)cc3)c(=O)[nH]c2cc1C (stereo not drawn) | 1.69 |
| CC1=CC(C2/C(=N/O)C=C(C)CC2(C)C)C(O)C(C)(C)C1 (stereo not drawn) | -0.118 |
| CC(=O)O[C@H]1CC[C@@]2(C)C(=CC[C@H]3[C@@H]4CC[C@H](c5cc(C(F)(F)F)n(C(C)=O)n5)[C@@]4(C)CC[C@@H]32)C1 | 0.0792 |
| C[N+]1(CCN[N+]2(C)CCCCC2)CCc2ccccc2C1 (stereo not drawn) | -0.131 |

Following part.
SMILES	EIF4E inhibitors
O=C(O)CC(CC(=O)O)n1cccc1	-0.0121
CC(C)(C)C1CCC2(CC1)CCN(CCCN1CCOCC1)CC2	0.0629
CC(=O)c1ccc(O)c(CN(C2CCCCC2)C2CCCCC2)c1O	-0.181
NC(CSCc1ccccc1)C(=O)O (stereo not drawn)	-0.128
CCOC(=O)c1c(O)[nH]c(=O)c(CC)c1C	0.334
O=C1CC2OCC=C3CN4CCC5(C(=O)O)C(N1)C2C3CC45 (stereo not drawn)	-0.123
C[N+](C)(C)CCN[N+]1(C)CCCc2ccccc21 (stereo not drawn)	0.0095
Cc1c2cccc(Sc3ccccc3)c2c2c3c(cccc13)[S+](c1ccccc1)C2 (stereo not drawn)	0.38
CCCCCCCCCCCCCCCCCCOCC(O)CO (stereo not drawn)	0.038
Nc1nc(N)nc(CC(=O)O)n1	0.106
CC1(C)CCC2=C(O1)c1ccccc1C(=O)C2=O	-0.0772
O=C(CC1(O)CCCCC1)OC1CCCC1	-0.103
NC(=O)NC(CC(=O)O)C(=O)O (stereo not drawn)	-0.33
C[n+]1cccc(/C=C/c2ccc3cccc(O)c3n2)c1	0.721
O=C(O)CSc1ccc([N+](=O)[O-])cc1[N+](=O)[O-]	-0.0529
O=c1cc(CF)[nH]c(=S)[nH]1	-0.128
C(=Nc1cnc2ccccc2c1)c1ccc2ccccc2n1	0.0917
C[N+](C)(C)CCN(Cc1cccs1)c1ccccn1	0.132
CCCCSCc1nc2nc(Cl)c(Cl)nc2[nH]1	-0.0768
Fc1cccc(Cl)c1/C=N\N=C1c2ccccc2-c2ccccc21	-0.123
COc1cc(C)cc2c(-c3c(O)cc(O)c4c3C[C@H](C)N[C@H]4C)cc(-c3cc(-c4c(O)cc(O)c5c4C[C@H](C)N[C@H]5C)c4cc(C)cc(OC)c4c3O)c(O)c12	-0.216&0.0515
CC(Oc1ccc(Oc2cnc3ccc(Cl)cc3n2)cc1)C(=O)O (stereo not drawn)	0.177
N=c1sc2ccccc2n1CCS (tested in a mixture with another compound)	-0.0066
O=C1C(Cl)=C(Sc2nnc3c4ccccc4c4ccccc4c3n2)C(=O)c2ccccc21	0.552
COc1ccc2c(Cc3c4ccccc4cc4ccccc34)cncc2c1O	0.41
Nc1ncnc2c1ncn2C1OC(C(=O)OCCO)C(O)C1O (stereo not drawn)	-0.129
COc1ccc2c(=O)oc3c(OC)cc(CCN(C)C)c4c(=O)oc1c2c34	-0.341
NC(=O)/C(=C\c1ccncc1)c1cccc2ccccc12	-0.0804
Nc1c(S(=O)(=O)O)cc(S(=O)(=O)O)c2ccc(N=Nc3ccccc3)c(O)c12	-0.189
O=C(O)c1ccccc1-c1ccccc1C(=O)Nc1ccc2c(c1)Cc1cc(F)ccc1-2	0.0787
CCCCN(c1ccccc1)c1ncnc2c1cnn2C	-0.0702
O=C(O)CCc1c2ccc(=O)c(O)c-2oc2c(O)c(O)ccc12	0.0185
O=C1Nc2ccccc2C1=Nc1ccc(S(=O)(=O)Nc2nccs2)cc1	-0.194
O=C(O)CSc1ccccc1C(=O)O	-0.121
c1ccc(CNCCN2CCNCC2)nc1	0.254
NC1(C(=O)O)CCCC1C(=O)O (stereo not drawn)	-0.1
NC(CSc1nc2ccccn2c1[N+](=O)[O-])C(=O)O (stereo not drawn)	-0.0323
CC1CC(C)(C)CC(OCCN2CCCCC2)(c2ccccc2)C1 (stereo not drawn)	-0.139
O=C(O)c1ccc(S(=O)(=O)N=Nc2c(O)[nH]c3ccccc23)cc1	-0.391
O=C(O)C(C1NCCS1)N1Cc2ccccc2C1 (stereo not drawn)	-0.172
C[C@@H]1CC[C@H]2C(C)(C)[C@H]3C[C@@]12CC[C@@]3(C)O	0.132
O=C1C2C(C(=O)N1c1ccc(OCc3ccccc3)cc1)C1c3ccccc3C2C2CCCCN21 (stereo not drawn)	-0.081
Nc1nc(-c2cc(-c3cccc4ccccc34)nc(N)n2)cc(-c2cccc3ccccc23)n1	0.0335
S=c1nc(-c2nc(=S)[nH]c3c2CCCCCCCCCC3)c2c([nH]1)CCCCCCCCCC2	0.417
c1nc(NCCc2cnc[nH]2)c2[nH]cnc2n1	-0.124
CN1CCN(CC(=O)Nc2cccc3ccccc23)CC1	-0.215
Sc1ccc2ccccc2c1CNCc1ccccc1	0.379
